Screening results (PubChem BioAssay)
H9c2 TAG inh: reduces triacylglycerol accumulation in H9c2 cells; Nile Red lipid (TAG) fluorescence; cells loaded with 200 µM oleic acid; inhibition, % at 12.5 µM; 0.66% of 230,000 active; AID 651582;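 active = pattern-corrected inhibition of lipid staining of at least 50% with the nuclear-stain viability signal not falling by more than 50%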;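 note: 0% = DMSO wells and 100% = triacsin C control wells; some results filed as inactive read as strong as hits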
H9c2 TAG inh DAPI viability: second read-out of H9c2 TAG inh, no call of its own (marks repeat the call); DAPI nuclei signal change (viability), lower = more cytotoxic, %;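 whole-well DAPI fluorescence read on a plate reader as a viability signal; minus 50 percent equals half of cells still viable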
* marks the source's active call; other numbers are inactive results. These rows are one share of the data. The share of hits here may be higher or lower than overall.

structure | H9c2 TAG inh | H9c2 TAG inh DAPI viability
Cc1ccc(S(=O)(=O)Nc2nc(C)c(NC(=O)Nc3ccc(Cl)cc3Cl)s2)cc1 | -16.6 | -2.4
Cc1ccc(Cl)c(OCC(=O)OCC(=O)c2ccc[nH]2)c1 | -12.5 | -4.1
CCOC(=O)C1=C(C)N(C[C@@H]2CC[C@@H](Cc3ccc(-c4ccccc4)cc3)O2)C(=O)NC1c1ccc(SCc2ccco2)c([N+](=O)[O-])c1 (stereo partly drawn) | 7.5 | -11.0
O=C(CSc1ncnc2c1nnn2-c1ccc(F)cc1)NCC1CCCO1 (stereo not drawn) | -2.4 | 11.2
COc1ccc(NS(=O)(=O)c2cnc[nH]2)cc1 | -19.0 | -4.3
COc1ccccc1CNC(=O)CSc1nc(N)c(C#N)c(-c2cccs2)c1C#N | 11.6 | -13.4
COC(=O)CNC(=O)c1cc(OC)cc(OC)c1 | -19.7 | -7.3
CCCCNc1c(-c2ccc(OC)c(Sc3ccc(OC)cc3)c2)nc2ccc(Cl)cn12 | 11.1 | 65.8
Cc1cccc(NC(=O)COC(=O)CC2CCCC2)c1C | -25.2 | 9.9
N=c1n(CC(=O)c2cccc([N+](=O)[O-])c2)c2ccccc2n1Cc1ccccc1 | 8.1 | 0.6
COc1ccccc1N1CCN(/N=C/c2cc(Br)ccc2F)CC1 | 7.0 | 6.2
COc1ccc(OC)c(NC(=O)CSc2nnc(CNC(=O)c3ccco3)o2)c1 | -1.5 | 14.4
COc1ccc(Nc2nc(Nc3ccc(OC)cc3)nc(-n3[nH]c(=O)c(C)c3C)n2)cc1 | 57.5* | 1.4*
CC(=O)c1c(C)[nH]c(C(=O)OCCOc2ccccc2)c1C | -39.3 | -1.4
O=C1NC[C@@H](Cc2cccc3ccccc23)N(CC2CCCCC2)C1=O | -12.8 | 5.3

Additional entries follow:
structure | H9c2 TAG inh | H9c2 TAG inh DAPI viability
CC(=O)Oc1ccc(C(=O)Nc2ccccc2C(=O)N2CCCC2)cc1 | -7.1 | 0.5
O=C(CN1C(=O)c2ccccc2S1(=O)=O)N1CCc2ccccc2C1 | -2.9 | -5.0
CCOc1ccc(-c2nc(C#N)c(N3CCN(CC)CC3)o2)cc1 | -13.5 | -1.1
C[N+](C)(CC#N)C/C=C\c1ccccc1 | 1.8 | 6.8
CC1(c2ccccc2)CC(c2ccccc2)=Nc2nonc2N1 (stereo not drawn) | -25.5 | -1.3
O=C(NC(=S)N1CCN(c2ccccc2)CC1)c1ccccc1 | 9.8 | 1.1
CCOc1ccc(N2CC(C(=O)NNC(=O)c3ccc(F)cc3)CC2=O)cc1 (stereo not drawn) | -6.8 | -0.4
CN(Cc1ccccc1)C(=O)COC(=O)CCC(=O)c1ccc(F)cc1 | -3.6 | 3.1
CCNC(=O)CN(c1ccc(Oc2ccccc2)cc1)S(=O)(=O)c1ccccc1 | -14.2 | -5.5
Cc1ccc(S(=O)(=O)Nc2nc3n(n2)C(c2ccc(Cl)cc2)CC(=O)N3)cc1 (stereo not drawn) | -17.3 | -3.6
O=C(Nc1ccc(S(=O)(=O)Nc2ncccn2)cc1)c1ccco1 | 14.6 | -3.9
C[C@H]1CN(c2ccc(Br)cc2)C(=O)[C@@H]1CC(=O)Nc1ccc(Br)cc1 | -8.4 | -8.2
CCOC(=O)Cn1c(=N)n(CCOc2ccc(OC)cc2)c2ccccc21 | 3.4 | 1.8
O=C(NC1CCCC1)C(c1ccc(Cl)cc1)N1CCc2ccccc21 (stereo not drawn) | -26.2 | -18.8
CCCSc1ccc([C@H]2N[C@@](CC(C)C)(C(=O)OC)[C@H]3C(=O)N(C)C(=O)[C@@H]23)cc1 | 12.0 | -1.5

(further entries)
structure | H9c2 TAG inh | H9c2 TAG inh DAPI viability
Cc1ccsc1C1NC(=O)c2c(sc3c2CCN(C)C3)N1 (stereo not drawn) | -4.6 | 7.6
NC(=O)C1CCN(S(=O)(=O)c2ccc3c(c2)OCCO3)CC1 | 2.4 | -16.5
COc1ccc(C(=O)NCc2cccs2)cc1S(=O)(=O)N1CCOCC1 | 7.0 | -2.6
COc1ccc(OC)c(NC(=O)c2cnc3n(c2=O)CCS3)c1 | -3.3 | -3.1
CCOC(=O)C1CCCN(C(=O)c2cn(CC)c(=O)c3cc(OC)c(OC)cc23)C1 (stereo not drawn) | -10.1 | -6.7
COc1ccc(OCC(=O)N2CCN(S(=O)(=O)c3ccccc3[N+](=O)[O-])CC2)cc1 | 7.6 | -6.6
COc1ccc(C(O)c2nc(-c3ccc(C)c(C)c3)cs2)cc1 (stereo not drawn) | -23.4 | 0.9
CC(=O)Oc1ccc(N(C(C)=O)S(=O)(=O)c2ccc(C)cc2)c2ccccc12 | -0.5 | 3.7
Cn1nc(C(=O)Nc2nnc(C3CC3)s2)c2ccccc2c1=O | -1.5 | -4.7
Cc1cc(C)c(NS(=O)(=O)c2ccc(NC(=O)c3cccs3)cc2)c(C)c1 | 0.6 | 1.5
CCN(CC)C(=O)CSc1nc(O)c(Cc2ccccc2)c(=O)n1-c1ccc(C)cc1 | 5.8 | 2.6
Cc1ccccc1C(=O)NC(CC(C)C)C(=O)Nc1cccc(S(=O)(=O)N(C)C)c1 (stereo not drawn) | -4.2 | -5.3
Cc1ccc(S(=O)(=O)N2CCN(C(=O)COC(=O)/C=C/c3ccc(C(F)(F)F)cc3)CC2)c(C)c1 | -9.5 | 0.8
COc1cc(C(=O)N2CCN(c3cccc(C)c3C)CC2)ccc1OCC(=O)N1CCOCC1 | -11.0 | -1.9
O=c1[nH]n(-c2ncnc3c2cnn3-c2ccccc2)c(=O)c2ccccc12 | -19.9 | 10.6

Profiles from above. Values in the order: H9c2 TAG inh	H9c2 TAG inh DAPI viability
Record of `Cc1ccccc1C(=O)NC(CC(C)C)C(=O)Nc1cccc(S(=O)(=O)N(C)C)c1` (stereo not drawn) = -4.2	-5.3
Record of `Cc1cc(C)c(NS(=O)(=O)c2ccc(NC(=O)c3cccs3)cc2)c(C)c1` = 0.6	1.5
Record of `CCOC(=O)C1CCCN(C(=O)c2cn(CC)c(=O)c3cc(OC)c(OC)cc23)C1` (stereo not drawn) = -10.1	-6.7
Record of `COc1cc(C(=O)N2CCN(c3cccc(C)c3C)CC2)ccc1OCC(=O)N1CCOCC1` = -11.0	-1.9
Record of `COc1ccc(C(=O)NCc2cccs2)cc1S(=O)(=O)N1CCOCC1` = 7.0	-2.6

(listing goes on)
structure | H9c2 TAG inh | H9c2 TAG inh DAPI viability
O=C1OCC(O)=C1Cc1ccccc1 | -4.6 | -0.4
Cc1nn(Cc2ccccc2)c(Cl)c1C(=O)OCc1nnc(-c2ccccc2)o1 | -24.8 | 1.0
Cc1ccc(C2C3=C(CC(C)(C)CC3=O)NC3=C2C(=O)CC(C)(C)C3)o1 | 0.3 | -9.0
OC(COCc1ccc2c(c1)OCO2)CN1CCC(Cc2ccccc2)CC1 (stereo not drawn) | -5.5 | 3.9
COc1ccc(-c2cnc3nc[nH]c(=O)c3n2)cc1 | -5.9 | 3.8
COc1ccc(-c2noc(C3CCCN(C(=O)c4ccccc4C)C3)n2)cc1 (stereo not drawn) | -14.2 | -1.6
COc1ccc(-c2csc(Cc3nnc4n3CCCCC4)n2)cc1OC | 5.3 | -1.0
CCc1cccc(C)c1NC(=O)c1cccnc1 | 2.9 | -9.9
CCCCN(CC)CCNC(=O)c1cn(-c2ccc(Cl)cc2)c(=O)c2ccccc12 | -3.4 | 0.6
COc1ccc(-c2nc(C#N)c(NCCCn3ccnc3)o2)cc1OC | -15.0 | 7.0
Clc1ccc(-c2noc(CSc3nnc(Cc4cccs4)n3-c3ccccc3)n2)cc1 | -14.3 | 150.3
CC1CCCCC1NC(=O)COc1ccccc1C#N (stereo not drawn) | -8.6 | -5.4
O=S1(=O)CC(O)C(N(CCO)C(=S)Nc2ccccc2)C1 (stereo not drawn) | -4.7 | 6.4
COC(=O)c1ccc(Cn2cnc3c(N)ncnc32)cc1 | -11.6 | 2.8
COc1cc(-c2csc(CCn3nc(C)cc3C)n2)cc(OC)c1OC | -11.2 | -1.5

The final 3 entries of the part before come first, to join the parts:
structure | H9c2 TAG inh | H9c2 TAG inh DAPI viability
O=S1(=O)CC(O)C(N(CCO)C(=S)Nc2ccccc2)C1 (stereo not drawn) | -4.7 | 6.4
COC(=O)c1ccc(Cn2cnc3c(N)ncnc32)cc1 | -11.6 | 2.8
COc1cc(-c2csc(CCn3nc(C)cc3C)n2)cc(OC)c1OC | -11.2 | -1.5
COc1ccc(CC(N)c2csc(Nc3ccc(C(=O)c4ccccc4)cc3)n2)cc1 (stereo not drawn) | 38.6 | -8.8
COc1cccc(NC(=O)c2ccc(-n3cccn3)nc2)c1 | 21.8 | -10.7
CCCc1nc2ccc([N+](=O)[O-])cc2[nH]1 | -7.8 | 1.7
CCOc1ccccc1NC(=O)Cn1[nH]c(=O)c2ccccc2c1=O | -6.0 | 4.1
CCCCn1c(N)c(N(CCOC)C(=O)c2oc3ccc(OCC)cc3c2C)c(=O)[nH]c1=O | -13.5 | -1.2
Cc1cccc(CCNC(=O)c2cc(S(=O)(=O)N3CCOCC3)cn2C)c1 | -13.3 | 3.2
O=C(NCc1ccc(Cl)c(Cl)c1)C1CCCC1 | -3.1 | 7.2
CC1CC(C)CN(C(=O)COC(=O)COc2ccc(C#N)cc2)C1 (stereo not drawn) | -2.3 | -2.4
Cc1cc(/C=C2/NC(=O)NC2=O)c(C)n1-c1sc2c(c1C#N)CCCC2 | 15.2 | 1.7
COCCN(CC(=O)Nc1cccc(C)c1C)C(=O)c1cc2ccccc2cc1OC | 0.5 | -6.1
CNC(=O)COC(=O)/C=C/c1cn(-c2ccccc2)nc1-c1ccc2c(c1)OCCO2 | -14.4 | 8.9
CCOc1ccc(S(=O)(=O)NCCC(=O)N2CC=C(c3ccccc3)CC2)cc1 | -30.9 | -0.9
OC(Cc1cccc(Br)c1)c1ncc(-c2ccccc2C(F)(F)F)[nH]1 (stereo not drawn) | -25.1 | -0.7
CCCCCCOC(=O)CC1CC(C(C)=O)C1(C)C (stereo not drawn) | -17.5 | 0.3
CC(=O)Nc1ccc(NC(=O)CSc2nc3c([nH]c4ccccc43)c(=O)n2-c2ccccc2F)cc1 | 12.3 | -6.9

Continuation:
structure | H9c2 TAG inh | H9c2 TAG inh DAPI viability
CCOc1ccccc1-n1c(SCC(=O)NC(C)(C)C)nnc1-c1ccoc1C | 3.4 | -2.4
Cc1ccc(CNC(=O)CCS(=O)(=O)c2cc(Br)cc3c2N(C(=O)C2CC2)CC3)o1 | -10.2 | 0.7
CC1=CC(=NNS(=O)(=O)c2ccc([N+](=O)[O-])cc2)CC(C)(C)C1 | -2.6 | 10.1
Nc1nc(Nc2cccc(F)c2)nc(NCc2ccco2)c1[N+](=O)[O-] | 12.5 | 7.3
O=C(CSCc1ccccc1)N1CCc2ccccc21 | -22.6 | -3.4
CN1CCN(C(CNC(=O)C(=O)NC2CCCCC2)c2ccc(F)cc2)CC1 (stereo not drawn) | -5.1 | -1.2
CCc1cc(C(=O)NNC(=O)CCl)sc1C | 37.3 | -16.6
O=C(Nc1cccc(O)c1)C1CC(c2cccc(Br)c2)=NO1 (stereo not drawn) | 14.6 | -10.5
COC(=O)C1=C(C(=O)OC)[C@@H]2N(C)c3ccccc3[C@@]23C[C@@H](CO)N(C(=O)NCCBr)C3=N1 | -11.3 | -11.9
O=C(COC(=O)CCC(=O)c1ccc(F)cc1)Nc1ccc2[nH]c(=O)[nH]c2c1 | 1.2 | 8.3
Oc1oc(-c2ccccc2)nc1C=NCc1ccncc1 | -3.5 | -4.1
Cc1nc(-c2ccccn2)sc1C(=O)Nc1ccc(F)cc1F | 8.8 | -3.9
CCN(c1ccccc1)S(=O)(=O)c1ccc(OC)c(NC(=O)c2cc(Cl)ccn2)c1 | -17.8 | 13.7
O=C(CN1CCc2ccccc2C1)Nc1ccc(F)cc1F | -4.2 | -1.9
CCn1c(-c2ccccc2)ccc(C#N)c1=O | -5.0 | 3.0

Going on with the list:
structure | H9c2 TAG inh | H9c2 TAG inh DAPI viability
Cc1ccc2[nH]c(=O)c(CN(Cc3ccccc3Cl)C(=O)N3CCOCC3)cc2c1 | -3.5 | -5.4
COc1ccc(C(=O)Nc2nc3nc(-c4ccccc4)cc(=O)n3[nH]2)cc1 | -19.9 | 2.1
O=C(NCC1COc2ccccc2O1)c1ccco1 (stereo not drawn) | -0.3 | 3.6
COC(=O)C1CCN(CC(=O)NC(=O)Nc2ccccc2F)CC1 | 4.7 | -0.1
O=C(NC(=S)NNC(=O)[C@H]1C[C@@H]1c1ccccc1)c1cccc(F)c1 | 2.8 | 3.9
CCOC(=O)C1CCCN(C(=O)c2ccc(Cl)c(S(=O)(=O)N3CCCCC3)c2)C1 (stereo not drawn) | -6.6 | -7.1
COC(C[C@H](O)C[C@@H](O)COCc1ccccc1)OC | -7.5 | -8.0
CCc1nnc(NC(=O)CSc2nnc(-c3cccnc3)n2CC)s1 | -2.5 | -1.6
CC(=O)NC(c1ccccc1)c1nc(-c2ccc(Cl)cc2)cs1 (stereo not drawn) | 9.7 | -6.9
CCS(=O)(=O)c1nn2c(N)c(/C=C3/C=CC(=O)C(OC)=C3)c(=O)nc2s1 | 4.7 | 2.3
Cc1ccc(C2(C)NC(=O)N(CC(=O)Nc3cc(S(=O)(=O)N4CCCCC4)ccc3OC(C)C)C2=O)cc1 (stereo not drawn) | 14.0 | 10.8
O=C(c1ccc2ccccc2n1)N1CCN(c2ccccc2Cl)CC1 | 4.3 | -3.8
N#CC1=C(N)Oc2n[nH]c(-c3ccccc3)c2C1c1ccncc1 (stereo not drawn) | -6.1 | 8.6
O=C(CCc1ccccc1)Nc1c(F)cccc1F | -0.3 | 6.0
O=C(NNC(=O)c1ccc[nH]1)c1cc(Cl)cc(Cl)c1 | 0.2 | 6.9
